AHR activator – AHR activators, primary screen, cell-based, luminescence, luciferase reporter, human | hit rate 2.5% among 320,000 | activation, % at 5 µM | Aryl hydrocarbon receptor (Homo sapiens), P35869 | AHR-responsive luciferase reporter cells | AID 2796, 2010; in the data active = activation above about 47%;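 note: 0% = vehicle wells and 100% = reference agonist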
Target sequence (P35869 whole entry, looked up): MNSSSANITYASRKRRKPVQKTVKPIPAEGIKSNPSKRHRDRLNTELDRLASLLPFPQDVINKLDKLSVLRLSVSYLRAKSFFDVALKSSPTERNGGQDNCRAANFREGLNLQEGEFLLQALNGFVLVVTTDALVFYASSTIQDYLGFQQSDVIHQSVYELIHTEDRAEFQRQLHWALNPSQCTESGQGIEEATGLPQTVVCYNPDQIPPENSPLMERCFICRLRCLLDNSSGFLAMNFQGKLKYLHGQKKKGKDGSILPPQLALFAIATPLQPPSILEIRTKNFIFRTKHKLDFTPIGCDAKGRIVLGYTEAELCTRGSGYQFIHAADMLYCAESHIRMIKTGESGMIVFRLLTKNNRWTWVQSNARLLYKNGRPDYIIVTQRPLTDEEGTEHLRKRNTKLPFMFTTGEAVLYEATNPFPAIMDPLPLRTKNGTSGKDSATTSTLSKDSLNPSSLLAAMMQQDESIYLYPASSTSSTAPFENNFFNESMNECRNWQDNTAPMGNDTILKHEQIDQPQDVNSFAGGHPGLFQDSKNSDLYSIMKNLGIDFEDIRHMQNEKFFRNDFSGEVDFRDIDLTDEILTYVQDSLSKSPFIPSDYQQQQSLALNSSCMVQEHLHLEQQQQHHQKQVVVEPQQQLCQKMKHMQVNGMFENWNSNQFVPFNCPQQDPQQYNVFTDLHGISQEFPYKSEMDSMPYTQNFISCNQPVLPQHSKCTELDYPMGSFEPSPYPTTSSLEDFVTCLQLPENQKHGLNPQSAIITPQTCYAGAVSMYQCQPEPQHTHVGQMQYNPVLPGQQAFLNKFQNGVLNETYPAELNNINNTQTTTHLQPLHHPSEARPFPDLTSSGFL
ZTA DNA inh – counter-screen for EBNA-1 inhibitors: inhibitors of Epstein-Barr virus ZTA; P03206; ZTA-DNA binding, fluorescence polarization; inhibition, % at 11 µM; hit rate 0.15% among 320,000; in the data active = inhibition above about 33%
RPL19A-GFP yeast – RPL19A-GFP expression modulators in yeast, primary screen, cell-based, S. cerevisiae, multiplex flow cytometry, MLPCN; S. cerevisiae RPL19A-GFP strain, 3 h; stronger effect = lower value; percent response vs DMSO, % at 10 µM; hit rate 0.3% among 330,000;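 active = percent response vs DMSO below 50%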;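 note: median channel GFP fluorescence of the barcoded RPL19A-GFP strain; ratio of sample median GFP to plate DMSO average so 100% = DMSO; lower means less RPL19A-GFP as with rapamycin TOR inhibition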
LAP4 TOR yeast – modulators of LAP4-GFP expression in yeast, primary screen, S. cerevisiae, multiplex flow cytometry, MLPCN library. 3 h; median GFP as percent of DMSO wells. GFP response vs DMSO, % at 10 µM. hit rate 0.34% among 320,000;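 active = GFP response vs DMSO above a set limit, about the screen mean plus 3 SD, cut at about 150% in these data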
proCasp3 act – activators of human procaspase-3 D3A mutant, primary screen, biochemical, absorbance, PC-3 D3A mutant, single concentration | recombinant procaspase-3 D3A, Ac-DEVD-pNA absorbance 405 nm | activation, % at 8.5 µM | hit rate 0.11% among 330,000 | AID 463141, 2010;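 active = activation above the mean of all tested compounds plus 3 SD, cut at about 21% in these data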;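 note: 0% = DMSO alone and 100% = DMSO wells spiked with extra 5 µM PC-3 D3A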
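material = Procaspase-3 D3A mutant | probe or stimulus = Ac-DEVD-pNA | compound = single dose, 8.5 µM nominal compound, 0.8% DMSO | timing = 1 h preincubation, 2 h reaction | measured by = 405 nm absorbance of p-nitroaniline, reads at 0 and 120 min | benchmarks = DMSO-only low control, 5 µM PC-3 D3A high control | repeats = singlicate, each compound tested once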
MEP2-GFP yeast – modulators of MEP2-GFP levels in yeast, primary screen, S. cerevisiae, multiplex flow cytometry, MLPCN library; hit rate 0.51% among 330,000; AID 2016, 2009; S. cerevisiae MEP2-GFP strain, 3 h; 100% = DMSO control level; GFP response vs DMSO, % at 10 µM;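 active = GFP response versus DMSO above a set limit, roughly screen mean plus 3 SD, cut at about 180% in these data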;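 note: median GFP fluorescence of the barcode-gated MEP2-GFP cells per well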
EBNA-1 inh – EBNA-1 DNA-binding inhibitors, primary screen, biochemical, fluorescence polarization. inhibition, % at 14.8 µM. hit rate 0.34% among 300,000. AID 1950, 2009; in the data active = inhibition above about 28%
proCasp7 act – procaspase-7 activators, primary screen, counter-screen for procaspase-3 activator project, biochemical, absorbance, HTS, human | Caspase-7 (Homo sapiens), P55210 | recombinant procaspase-7, Ac-DEVD-pNA absorbance 405 nm; D23A/D198A/D206A triple mutant, cannot self-cleave; scale: DMSO 0, 5 µM enzyme 100 | activation, % at 8.5 µM | hit rate 0.093% among 330,000;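 active = percent activation above the screen-wide mean plus 3 SD, cut at about 25% in these data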
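Test system: Procaspase-7 triple mutant (PC-7 D3A). Also added: Ac-DEVD-pNA substrate, 400 µM as added. Schedule: 1 h enzyme–compound preincubation and 2 h substrate reaction, both 25 °C. Signal: p-Nitroaniline absorbance at 405 nm, read at 0 and 120 min. Control set: low DMSO alone, high DMSO plus 5 µM PC-7.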
Numbers without * were called inactive; . = not tested or not shown.

SMILES	AHR activator	ZTA DNA inh	RPL19A-GFP yeast	LAP4 TOR yeast	proCasp3 act	MEP2-GFP yeast	EBNA-1 inh	proCasp7 act
CCOc1ccc2nc(NC3=NC(C)(C)C=C(C)N3)nc(C)c2c1	41	0	98	98	11	102	-2	4
COC(=O)c1sccc1NC(=O)c1ccc(Cl)cc1	37	-2	102	98	-4	105	-7	1
COc1ccc(C(C(=O)NCCC(C)C)N(CCO)C(=O)c2snc(C(N)=O)c2N)cc1OC (stereo not given)	1	-11	110	99	4	113	0	3
N#Cc1cc2cc3c(cc2nc1N1CCOCC1)OCO3	32	-20	88	104	-44	114	-11	-34
CC(=O)c1cccc(NC(=O)Cc2cccs2)c1	-2	-10	100	95	2	95	11	-14
O=C(Nc1cc(Br)ccc1O)c1cnn2c(C(F)F)cc(C3CC3)nc12	27	-15	91	102	1	96	-3	9
CC(=O)c1ccc(NC(=O)CCSCCC(=O)Nc2ccc(C(C)=O)cc2)cc1	4	8	105	100	-3	103	0	-2
OCCNc1nc(Nc2cc(Cl)ccc2OC2CCCC2)nc(N2CCCC2)n1	30	11	100	118	4	94	6	0
O=C(CSc1n[nH]c(-c2ccccn2)n1)Nc1ccccc1F	-1	6	91	85	4	99	-1	3
O=C(CCc1nnc(CCC2CCCCC2)o1)NCCn1cccn1	1	4	94	76	7	91	-10	4
COc1ccccc1NC(=O)C(C)OC(=O)c1cccc(-n2cnnn2)c1 (stereo not given)	6	-2	97	100	8	104	-6	-1
Cc1n(C)c2cc(Cl)ccc2[n+]1Cc1ccccc1	-1	7	99	100	-1	91	20	3
C=CCNC(=O)c1onc(CSc2ccc(F)cc2)c1C(=O)NCC=C	-1	2	102	108	-1	88	9	2
CCOC(=O)C[C@H]1c2cc(F)ccc2S(=O)(=O)N1C(C)(C)C	7	0	97	106	5	98	-21	6
CN(C)c1ccc(-c2nnn(CC(=O)Nc3ccccc3N3CCOCC3)n2)cc1	6	-20	93	92	-11	98	0	-8
O=C(CCS(=O)(=O)c1cccc2nonc12)Nc1cccc2c1CCCC2	13	10	101	100	-4	102	10	-7
CS(=O)(=O)N(CC(=O)NCc1ccco1)c1ccc2c(c1)OCO2	-1	8	100	98	5	104	-9	4
CC(=O)c1ccc(-n2c(=O)[nH]c(=O)c3c(N)c(C(=O)c4ccc(Cl)cc4)sc32)cc1	2	-7	97	106	3	98	-2	-3
Cc1ccccc1C(=O)N(C)Cc1ccccc1	12	-9	100	108	-5	101	-4	-2
O=C1CC2CS(=O)(=O)CC2N1C1CCCCC1 (stereo not given)	2	2	101	108	2	106	2	-1
CC1CCCC(NC(=O)COC(=O)COc2cccc(F)c2)C1C (stereo not given)	-1	.	102	91	0	99	.	2
COc1ccc(C(O)c2nc3ccccc3n2C(C)C)cc1 (stereo not given)	-1	6	115	100	-2	107	3	1
CC1CCCN(S(=O)(=O)c2cc3c4c(c2)C(C)C(=O)N4CCC3)C1 (stereo not given)	1	5	102	102	-8	118	3	-1
CC(C)NS(=O)(=O)c1ccc(CCC(=O)N2CCCCC2)cc1	0	-2	105	104	2	106	-21	5
CN(CCOc1ccc(-c2ccn(S(=O)(=O)c3c(Cl)cccc3Cl)n2)cc1)c1ccccn1	2	-5	99	108	14	108	-5	4

Ordered by value in EBNA-1 inh (high to low): some entries from above.
mol | EBNA-1 inh
COc1ccc(C(O)c2nc3ccccc3n2C(C)C)cc1 (stereo not given) | 3
O=C(CSc1n[nH]c(-c2ccccn2)n1)Nc1ccccc1F | -1
O=C(CCc1nnc(CCC2CCCCC2)o1)NCCn1cccn1 | -10

Part of the list above in order of SMILES length, lowest first:
SMILES	AHR activator	ZTA DNA inh	RPL19A-GFP yeast	LAP4 TOR yeast	proCasp3 act	MEP2-GFP yeast	EBNA-1 inh	proCasp7 act
N#Cc1cc2cc3c(cc2nc1N1CCOCC1)OCO3	32	-20	88	104	-44	114	-11	-34
COc1ccc(C(O)c2nc3ccccc3n2C(C)C)cc1 (stereo not given)	-1	6	115	100	-2	107	3	1
O=C(CCc1nnc(CCC2CCCCC2)o1)NCCn1cccn1	1	4	94	76	7	91	-10	4
COc1ccccc1NC(=O)C(C)OC(=O)c1cccc(-n2cnnn2)c1 (stereo not given)	6	-2	97	100	8	104	-6	-1
CN(C)c1ccc(-c2nnn(CC(=O)Nc3ccccc3N3CCOCC3)n2)cc1	6	-20	93	92	-11	98	0	-8

(list continues)
SMILES	AHR activator	ZTA DNA inh	RPL19A-GFP yeast	LAP4 TOR yeast	proCasp3 act	MEP2-GFP yeast	EBNA-1 inh	proCasp7 act
O=C(CCC(=O)Nc1nnc(C2CCCCC2)s1)Nc1ccc(F)cc1	3	2	101	97	4	99	-3	-8
CC(C)(C)C(=O)NCC12C=CC(O1)C1C(=O)N(c3ccccc3)C(=O)C12 (stereo not given)	2	-14	100	128	-20	98	1	-38
Cc1c(C(=O)N/N=C/c2cccc(O)c2)nnn1-c1nonc1N	1	-2	106	68	3	98	12	-2
CC12CCC(C(=O)Nc3ccc(SC(F)F)cc3)(CC1=O)C2(C)C (stereo not given)	4	-4	91	94	0	91	10	-5
COc1ccc(N2CCN(C(=O)c3ccccc3NC(=O)c3ccccc3)CC2)cc1	4	-17	104	76	9	97	-2	7
Cc1c(NS(=O)(=O)c2cccc(C(=O)NCc3ccncc3)c2)c(=O)n(-c2ccccc2)n1C	-3	-13	96	91	6	96	-7	3
CN(C(=O)CSc1nc(-c2cccs2)nc2ccccc12)C1CCS(=O)(=O)C1 (stereo not given)	2	.	102	101	2	105	.	8
COc1ccc(-c2n[nH]c(=S)n2-c2ccc3c(c2)OCCO3)cc1OC	8	23	98	110	-1	91	8	-5
O=[N+]([O-])c1ccccc1/C=N\Nc1nccs1	17	17	100	97	2	105	6	-5
Cc1ccn2c(=O)nc(SCC(=O)NCc3ccc(F)cc3)nc2c1	-1	-24	96	101	4	94	-15	3
Cc1ccc(N=Nc2ccc(O)c(P(=O)(c3ccccc3)c3ccccc3)c2)cc1	5	7	105	107	-22	101	-2	-4
COc1ccc2oc(C(=O)NCc3ccccc3CN3CCCC3)c(C)c2c1	10	-7	100	115	-3	105	.	-2
COc1ccc(NC(=O)Nc2c(C)n(C)n(-c3ccccc3)c2=O)c(OC)c1	-1	5	99	95	5	93	-4	-2
COc1ccc2c(c1)CCc1c-2nc2ccccc2c1N1CCOCC1	29	-4	96	109	-8	106	-4	-11
Cc1cc(C(=O)NNC(=O)c2ccc(Cl)cc2Cl)c(C)o1	1	-17	94	91	-8	99	2	4
Cc1c(C(=O)N2CCCC2)sc(NC(=O)c2ccco2)c1C#N	2	5	94	94	-6	96	-2	1
O=C(NCCN1CCOCC1)Nc1ccccc1	7	6	95	100	5	102	-3	-4
Cc1ccc(-c2csc3ncnc(NCCN4CCOCC4)c23)cc1	1	7	98	108	-2	103	8	9
Cc1nc2ccc(NC(=O)C3CCCCC3)cc2s1	6	-1	96	106	-7	102	.	-12
COc1ccc2c(c1)c(CC(=O)Nc1ccc(C)cc1)c(C)n2C(=O)c1ccc(Cl)cc1	1	-12	102	103	4	112	-5	1
Cc1cccc(C2c3[nH]c4ccccc4c3CCN2C(=O)c2cn(C)c3ccccc3c2=O)n1 (stereo not given)	18	-4	100	103	-6	101	1	-4
CCc1cccc(C)c1NC(=S)N1CCCC1C(=O)O (stereo not given)	-1	-7	103	98	-3	104	-4	-8
COc1ccc(C)cc1Nc1nc(C)nc2c1oc1ccccc12	13	1	100	96	4	109	-2	3
CCOC(=O)c1ccccc1NC(=O)c1cn(CC)c2nc(C)ccc2c1=O	1	-14	108	106	-11	105	2	8
Nc1cc2c(cc1[N+](=O)[O-])OCCO2	4	-15	93	94	-5	109	5	-4

Complete entries as entered above:
Results for CC(C)(C)C(=O)NCC12C=CC(O1)C1C(=O)N(c3ccccc3)C(=O)C12 (stereo not given) = AHR activator = 2; ZTA DNA inh = -14; RPL19A-GFP yeast = 100; LAP4 TOR yeast = 128; proCasp3 act = -20; MEP2-GFP yeast = 98; EBNA-1 inh = 1; proCasp7 act = -38
Results for COc1ccc(C)cc1Nc1nc(C)nc2c1oc1ccccc12 = AHR activator = 13; ZTA DNA inh = 1; RPL19A-GFP yeast = 100; LAP4 TOR yeast = 96; proCasp3 act = 4; MEP2-GFP yeast = 109; EBNA-1 inh = -2; proCasp7 act = 3

The results go on:
SMILES	AHR activator	ZTA DNA inh	RPL19A-GFP yeast	LAP4 TOR yeast	proCasp3 act	MEP2-GFP yeast	EBNA-1 inh	proCasp7 act
COc1ccc(NS(=O)(=O)c2cccc(C(=O)NCc3cccnc3)c2)cc1	3	8	98	101	6	101	8	9
Cc1cc(C)n(CC(O)CN2c3ccccc3Sc3ccccc32)n1 (stereo not given)	3	-6	101	98	-1	98	-14	-6
COc1ccccc1C(=O)Nc1ccc(S(=O)(=O)Nc2cc(C)on2)cc1	0	-12	94	101	-2	105	-7	-1
CCc1ccc(C(=O)/C=C2\Sc3ccccc3NC2=O)cc1	15	-6	103	93	3	96	2	-1
COc1cc(C(=O)NCCC(=O)NC2CCCCC2)cc(OC)c1OC	0	2	95	95	-4	95	-2	1
CCc1cc2c(Sc3nc4ccccc4s3)ncnc2s1	32	7	96	109	0	104	8	7
CCOc1ccc(NC(=O)c2ccc(Br)o2)c([N+](=O)[O-])c1	4	-12	99	96	0	98	-16	2
COc1ccc(CCNC(=O)c2cc(-c3ccc4c(c3)OCO4)on2)cc1OC	0	-13	110	96	7	93	-5	4
CC(C)c1nnc(N2C(=O)c3oc4ccccc4c(=O)c3C2c2ccco2)s1 (stereo not given)	5	15	93	97	-17	98	4	-45
CN1CCC(Oc2ccc(Sc3ccccc3)cc2)CC1	3	-1	92	83	4	89	-9	10
O=C(NCCC1CCCCN1S(=O)(=O)c1ccc(F)cc1)C(=O)NCc1ccccn1 (stereo not given)	-2	9	96	101	-5	97	3	-4
CS(=O)(=O)N1CCN(c2ccc(C(=O)NC34CC5CC(CC(C5)C3)C4)cc2[N+](=O)[O-])CC1	4	7	102	93	5	97	3	4
O=C(CSc1ncccn1)N/N=C/c1cccc(OC2CSC2)c1	9	-9	96	119	2	93	-5	4
O=c1c2ccccc2nc(-c2ccco2)n1CCCn1ccnc1	83*	2	97	97	1	106	-3	-5
CCOC(=O)c1sc(NC(=O)CNCc2cccnc2)c(C(=O)OCC)c1C	4	-14	99	99	-4	99	-8	6
